Source: PubChem BioAssay
LAP4-GFP MLPCN: modulators of LAP4-GFP expression in yeast, primary screen, S. cerevisiae, multiplex flow cytometry, MLPCN library; GFP response vs DMSO, % at 10 µM; 3 h; median GFP as percent of DMSO wells; 0.34% of 320,000 active;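 active means GFP response vs DMSO above a set limit, about the screen mean plus 3 SD, cut at about 150% in these data; inconclusive means under 70 cell events counted for the yeast strain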
VLA-4 inh: inhibition in human VLA-4 binding assay, primary screen, VLA-4 allosteric modulator project, MLPCN library, flow cytometry, VLA-4 expressing cells; ligand binding flow cytometry; inhibition, % (about 7 µM as worked out from the volumes in the protocol); 0.2% of 330,000 active; AID 2557, 2010; in the data active means inhibition above about 50%
AGP1-GFP MLPCN: modulators of AGP1-GFP expression in yeast TOR pathway, primary screen, cell-based, multiplex flow cytometry, S. cerevisiae, MLPCN library; 3 h; GFP as percent of DMSO wells; GFP response vs DMSO, % at 10 µM; 0.02% of 320,000 active; AID 2066, 2009;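 active means GFP response relative to DMSO above a set limit, near screen average plus 3 SD, cut at about 150% in these data; inconclusive means fewer than 70 cells counted for the yeast strain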;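 further: median GFP channel fluorescence of the gated AGP1 strain per well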
CIT2-GFP yeast: modulators of CIT2-GFP expression in yeast, primary screen, S. cerevisiae, GFP fusion, multiplex flow cytometry, MLPCN library; 0.065% of 320,000 active; GFP response vs DMSO, % at 10 µM; S. cerevisiae CIT2-GFP strain, 3 h; 100 means same as DMSO wells; AID 2029, 2009;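 active means GFP response relative to DMSO above a set limit, near the screen mean plus 3 SD, cut at about 150% in these data; inconclusive means Fewer than 70 cells measured for a yeast strain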;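 further: ratio of well median GFP fluorescence to mean of DMSO wells on the plate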
RPL19A-GFP yeast: RPL19A-GFP expression modulators in yeast, primary screen, cell-based, S. cerevisiae, multiplex flow cytometry, MLPCN | 0.3% of 330,000 active | percent response vs DMSO, % at 10 µM | AID 2025, 2009 | S. cerevisiae RPL19A-GFP strain, 3 h; stronger effect = lower value;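 active means percent response vs DMSO below 50%; inconclusive means fewer than 70 events counted for the yeast strain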;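 further: median channel GFP fluorescence of the barcoded RPL19A-GFP strain; ratio of sample median GFP to plate DMSO average so 100% = DMSO; lower means less RPL19A-GFP as with rapamycin TOR inhibition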
JMJD2C inh: inhibitors of GASC-1 histone demethylase, primary screen, biochemical, fluorescence, DELFIA europium. Lysine-specific demethylase 4C (Homo sapiens), Q9H3R0. GST-JMJD2C(1-420) H3K9me3 demethylation. inhibition, % at 2.35 µM. 0.069% of 330,000 active. AID 2099, 2009;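 active means more than half of a compound's replicate wells show inhibition beyond 50%, single wells judged on their own value; inconclusive means some, but no more than half, of replicates pass 50% inhibition; inactive means no replicate passes 50% inhibition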;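 further: signal counts dimethyl H3K9 product captured on neutravidin plate; 0% = median of DMSO wells and 100% = 0.3 times that DMSO median; strong numbers were not always called active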
Target sequence (Q9H3R0 1-420 limits assumed): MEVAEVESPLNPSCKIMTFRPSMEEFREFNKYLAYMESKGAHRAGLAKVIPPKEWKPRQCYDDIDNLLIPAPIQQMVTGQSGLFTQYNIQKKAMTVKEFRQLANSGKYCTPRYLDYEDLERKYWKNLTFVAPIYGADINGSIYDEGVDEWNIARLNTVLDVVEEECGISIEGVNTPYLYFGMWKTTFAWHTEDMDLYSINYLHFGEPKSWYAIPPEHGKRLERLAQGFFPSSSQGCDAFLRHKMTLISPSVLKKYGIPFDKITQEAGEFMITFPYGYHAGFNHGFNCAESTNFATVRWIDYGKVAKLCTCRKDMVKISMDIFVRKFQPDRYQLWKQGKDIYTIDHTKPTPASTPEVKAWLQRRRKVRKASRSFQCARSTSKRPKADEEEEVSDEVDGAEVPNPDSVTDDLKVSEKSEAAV
GRK2 inh: compounds blocking aptamer binding on GRK2 – biochemical, human GRK2, bead flow cytometry, HTS, primary screen | AID 488847, 2010 | Beta-adrenergic receptor kinase 1 (Homo sapiens), P25098 | 0.59% of 330,000 active | FAM-aptamer displacement from GRK2 | inhibition of aptamer binding, % at 10 µM;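 active means inhibition of aptamer binding above 40%, roughly 3 SD of noise, on plates passing a quality check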;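 further: median bead fluorescence of bound FAM aptamer so fluorescent compounds give negative values; no value below 0 was filed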
Target sequence (P25098 whole entry, looked up): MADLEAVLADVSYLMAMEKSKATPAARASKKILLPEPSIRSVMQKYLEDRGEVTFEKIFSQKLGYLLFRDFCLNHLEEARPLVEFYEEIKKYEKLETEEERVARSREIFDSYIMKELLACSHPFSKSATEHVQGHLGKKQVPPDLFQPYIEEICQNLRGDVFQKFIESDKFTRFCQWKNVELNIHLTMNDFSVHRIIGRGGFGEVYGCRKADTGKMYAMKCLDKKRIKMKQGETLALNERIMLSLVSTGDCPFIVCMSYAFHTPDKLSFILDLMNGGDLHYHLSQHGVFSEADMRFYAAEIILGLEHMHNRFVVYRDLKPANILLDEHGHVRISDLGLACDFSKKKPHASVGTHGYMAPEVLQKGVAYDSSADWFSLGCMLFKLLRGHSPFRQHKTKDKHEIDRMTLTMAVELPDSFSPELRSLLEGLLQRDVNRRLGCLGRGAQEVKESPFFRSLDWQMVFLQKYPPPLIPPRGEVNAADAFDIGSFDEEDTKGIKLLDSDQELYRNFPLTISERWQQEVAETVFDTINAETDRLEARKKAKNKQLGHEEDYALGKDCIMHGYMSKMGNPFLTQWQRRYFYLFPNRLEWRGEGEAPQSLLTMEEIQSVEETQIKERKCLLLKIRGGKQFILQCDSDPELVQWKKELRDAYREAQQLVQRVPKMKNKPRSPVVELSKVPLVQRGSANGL
MEP2 TOR yeast: modulators of MEP2-GFP levels in yeast, primary screen, S. cerevisiae, multiplex flow cytometry, MLPCN library | S. cerevisiae MEP2-GFP strain, 3 h; 100% = DMSO control level | 0.51% of 330,000 active | AID 2016, 2009 | GFP response vs DMSO, % at 10 µM;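 active means GFP response versus DMSO above a set limit, roughly screen mean plus 3 SD, cut at about 180% in these data; inconclusive means fewer than 70 cells counted for a yeast strain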;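 further: median GFP fluorescence of the barcode-gated MEP2-GFP cells per well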
* hit, by the source's call; i = inactive; ? = inconclusive; . = no result given; [ ] = another dose, or the depositor's remark.

SMILES	LAP4-GFP MLPCN	VLA-4 inh	AGP1-GFP MLPCN	CIT2-GFP yeast	RPL19A-GFP yeast	JMJD2C inh	GRK2 inh	MEP2 TOR yeast
CN1CC(=O)N(C)c2nc(Br)n(C)c2C1=O	96	-4	97	102	96	14	0	97
CC1CCN(S(=O)(=O)N2CCC(C(=O)NCc3ccc4c(c3)OCO4)CC2)CC1	88	18	91	94	95	0	4	100
CCc1nnc(NC(=O)CSc2nnc(-c3ccoc3C)n2CC(C)C)s1	99	-5	101	99	100	-7	1	103
CCOC(=O)c1ccc(NC2=CC(=O)CC(c3ccco3)C2)cc1 (centres undefined)	103	4	105	98	102	118	5	104
COc1ccc(CC(=O)Nc2ccc(-c3cn4cccc(C)c4n3)cc2)cc1OC	103	-8	100	106	100	-7	0	108
CC(C)n1nccc1NC(=O)COC(=O)c1ccc(NC(N)=O)cc1	96	-1	99	101	96	-6	0	106
Cc1ccc(/C=N/n2nnnc2N)cc1	.	-5	.	.	100	3	1	104
COc1cc(/C=C/C(=O)O)cc(S(=O)(=O)Nc2ccc3cn[nH]c3c2)c1OC	96	4	100	96	97	6	2	96
COc1ccc(-c2nnc(CSc3nc4ccccc4c(=O)n3CC3CCCO3)o2)cc1OC (centres undefined)	104	-2	103	111	100	-1	0	98
Cc1ccc(NC(=O)CN2C(=O)NC(Cc3ccccc3)C2=O)c(Br)c1 (centres undefined)	100	10	105	102	103	-17	0	102
CCOCCn1c(SC)nc2c1c(=O)[nH]c(=O)n2C	101	-4	105	101	101	-11	3	96
COc1ccc(N2CCN(C(=O)C(=O)c3cn(CC(=O)N4CCCCCC4)c4ccccc34)CC2)cc1	90	-26	111	124	127	-6	8	118
C[C@H](NC(=O)[C@@H]1CSC2c3ccccc3C(=O)N21)C(=O)NCCc1ccccc1 (some centres undefined)	92	25	93	88	92	-17	2	95
COc1ccc(/C(O)=C2/C(=O)C(=O)N(Cc3cccnc3)C2c2ccccn2)cc1 (centres undefined)	104	10	101	100	105	?	1	103
COc1ccc(NC(=O)c2csc(C)c2)cc1OC	103[may fluoresce green]	21	100[may fluoresce green]	97[may fluoresce green]	98[may fluoresce green]	4	0	94[may fluoresce green]
COC(=O)Nc1ccc(S(=O)(=O)N2CCC(Cc3ccccc3)CC2)cc1	108	-13	104	101	98	4	2	99
CN(C)c1ccc(P(=O)(OC2CCCCC2)C(O)c2cccnc2)cc1 (centres undefined)	91	-6	95	93	96	77	1	91
COc1ccc(S(=O)(=O)NNC(=O)C23CC4CC(CC(C4)C2)C3)cc1	65	-2	88	106	104	16	0	93
O=C(Cn1c(=O)n(Cc2ccccc2)c(=O)c2ccccc21)NCc1ccco1	92	14	92	95	94	2	0	98
COc1cc(C(=O)Nc2ccc(C(=O)O)cc2)ccc1OC(C)=O	113	4	99	94	97	27	2	93
O=C(Nc1cnc2ccccn2c1=O)c1ccc(Cl)cc1Cl	107	-5	101	84	95	6	2	102
O=C(O)CC(Cc1ccc(Cl)cc1)C(=O)Nc1ccc([N+](=O)[O-])cc1 (centres undefined)	102	-5	111	108	110	-3	0	111
Cc1oc2c(c(C)cc3oc(=O)c(CC(=O)N[C@@H](C)C(=O)O)c(C)c32)c1C	97	-5	98	99	99	-1	1	102
COc1ccc(NC(=O)CCC(=O)N2CCN(S(=O)(=O)c3ccc(C)cc3)CC2)c(OC)c1	96	5	103	102	96	-1	1	94
CC(C)Cc1nc(Cl)c(C#N)c2c1CCCC2	113	25	107	98	107	-2	0	102
(listing goes on)
SMILES	LAP4-GFP MLPCN	VLA-4 inh	AGP1-GFP MLPCN	CIT2-GFP yeast	RPL19A-GFP yeast	JMJD2C inh	GRK2 inh	MEP2 TOR yeast
COc1ccccc1CCC(=O)OC(C)C(=O)Nc1c(C)n(C)n(-c2ccccc2)c1=O (centres undefined)	111	-7	111	96	98	2	2	97
Cc1ccc(S(=O)(=O)N2CCC(C(=O)N3CCC[C@H]3C(=O)NC3CCS(=O)(=O)C3)CC2)cc1 (some centres undefined)	96	10	96	91	94	-8	2	93
CCOCCCn1c(=S)[nH]c2cc3c(cc2c1=O)OCO3	104	3	100	99	102	4	0	108
CCOc1cccc(N)c1	105	0	106	96	100	-1	1	99
Cn1c(CCNC(=O)c2ccco2)nc2cc(NC(=O)NC3CCCCC3)ccc21	104	-16	111	107	99	2	0	105
COc1ccc(OC)c(C(=O)c2oc3ccccc3c2NC(C)=O)c1	101	-9	102	103	102	13	3	103
O=S(=O)(Nc1nccs1)c1cnc(Cl)c(Br)c1	104	-21	102	97	100	3	2	105
Cc1ccc(NS(=O)(=O)c2cc(C(=O)NCc3ccncc3)ccc2C)cc1	78	6	103	115	117	-7	0	104
CCOc1ccc(NC(=O)c2ccc(F)cc2F)cc1	116	17	103	98	119	-9	1	105
O=C(NC1C(=O)NNC1c1ccccc1)c1ccc(F)cc1 (centres undefined)	88	7	108	97	96	4	0	94
CCS(=O)(=O)CCSC(=N)N	102	-8	105	114	105	-2	0	105
CC(=O)Oc1c(C)c2c3c(c1OC(C)=O)[C@@H](C)CC[C@@H]3[C@@H](C)C[C@H]2C=C(C)C	97	-4	100	102	99	0	0	86
CC(C)(C)NS(=O)(=O)c1ccc(NS(=O)(=O)c2ccc(F)cc2)cc1	101	-3	100	97	101	-5	1	101
CC(C)N=C1NN=C(c2cccs2)C(CC(=O)O)S1 (centres undefined)	91	-2	103	96	110	-3	2	108
Cc1cc(CNC(=O)COc2ccc(F)cc2Cl)cc(C)c1O	91	0	93	90	95	-5	2	94
S=C(Nc1ccc(Cl)cc1)N1CCCCC1	109	-18	96	101	104	8	2	105
Cn1c(SCC2CCCCC2)nnc1-c1ccncc1	106	-3	99	100	101	-8	1	106
NC(=O)CN1CCN(C(=O)NC2CCCCC2)CC1	98	-15	103	107	97	7	4	109
CC(=O)Nc1ccc(S(=O)(=O)N[C@@H](C)C(=O)Nc2ccc(N3CCOCC3)cc2)cc1	98	7	103	107	.	-8	1	109
O=C(NCc1ccc(F)cc1)C1CCCN(S(=O)(=O)c2cccc3nsnc23)C1 (centres undefined)	97	-7	104	100	102	4	3	92
Cc1ccnc(NC(=O)C2CCCN(S(=O)(=O)c3ccc4[nH]c(=O)ccc4c3)C2)c1 (centres undefined)	98	13	107	114	101	29	0	102
C[C@@H]1CCC[C@]2(O[C@H](CCO)C[C@H](O)[C@H]2O)O1	92	-7	104	96	98	0	0	102
CC(Sc1ccccc1)C(=O)N1CCN(S(=O)(=O)c2ccc(Cl)cc2)CC1 (centres undefined)	98	6	100	110	96	-8	1	104
O=C(c1ccc(Cn2cc(Br)cn2)o1)n1cccn1	106	7	96	91	92	-3	8	95
CCN(CC)S(=O)(=O)N1CCC(C(=O)NCc2ccco2)CC1	101	13	103	101	101	13	3	107

Some of the entries so far, with values under each structure:
Results follow in this order: LAP4-GFP MLPCN | VLA-4 inh | AGP1-GFP MLPCN | CIT2-GFP yeast | RPL19A-GFP yeast | JMJD2C inh | GRK2 inh | MEP2 TOR yeast
- Cc1ccc(NS(=O)(=O)c2cc(C(=O)NCc3ccncc3)ccc2C)cc1
    78 | 6 | 103 | 115 | 117 | -7 | 0 | 104
- COc1ccccc1CCC(=O)OC(C)C(=O)Nc1c(C)n(C)n(-c2ccccc2)c1=O (centres undefined)
    111 | -7 | 111 | 96 | 98 | 2 | 2 | 97
- CC(C)N=C1NN=C(c2cccs2)C(CC(=O)O)S1 (centres undefined)
    91 | -2 | 103 | 96 | 110 | -3 | 2 | 108

Next structures.
SMILES	LAP4-GFP MLPCN	VLA-4 inh	AGP1-GFP MLPCN	CIT2-GFP yeast	RPL19A-GFP yeast	JMJD2C inh	GRK2 inh	MEP2 TOR yeast
C=CCn1c(=O)/c(=C2/Sc3ccccc3N2CC)s/c1=C1/C(=O)NN=C1C	143	i	104	138	99	1	42*	146
CCOc1ccc(C(=O)CSc2nnc3ccccn23)cc1	100	9	100	99	99	-4	0	102
COc1cc(OC)cc(C(=O)NCCc2cnc[nH]2)c1	97	20	101	103	104	-16	1	107
Cc1ccc(-n2nnnc2-c2ccccc2)cc1	103	2	98	111	113	3	4	103
CCNC(=O)CC1C(=O)N(c2ccccc2)C(=O)N1CCc1ccc(OC)c(OC)c1 (centres undefined)	115	13	107	98	101	1	0	107
CCc1ccccc1NC(=O)CSc1nnc([C@@H](NC(=O)OC(C)(C)C)C(C)CC)o1 (some centres undefined)	82[may fluoresce violet]	1	19[may fluoresce violet]	?	58[may fluoresce violet]	-4	0	193*[may fluoresce violet]
CC(=O)NC(c1ccc(C(C)C)cc1)c1ccc2cccnc2c1O (centres undefined)	90	18	94	97	100	18	0	90
CC(Oc1ccccc1)C(=O)NCc1cccnc1 (centres undefined)	99	-8	98	100	95	5	0	96
CCC(CC)COC(=O)C1=C(C)NC(=O)NC1c1ccc(OC)cc1 (centres undefined)	93	-3	89	99	96	-3	0	86
Cc1nnc(SCC(=O)NC2CCC(C)CC2)s1 (centres undefined)	102	28	100	96	94	-5	0	96
CN1C(=O)/C(=C/c2cn(CC(=O)NCc3ccco3)c3ccccc23)NC1=S	95	-13	111	135	106	-6	0	105
COC(=O)CSc1ccc(C#N)c(SCC(=O)OC)c1	87	-11	89	98	90	-1	0	89
CC1CCCCN1Cc1c(O)ccc2c(=O)c(-c3nc4ccccc4s3)coc12 (centres undefined)	101	-4	98	98	97	-1	0	98
COc1ccc(CC(=O)Nc2ccc(N3CCOCC3)cc2)cc1OC	104	25	104	99	95	1	2	97
O=C(c1ccc(-c2cccc(Cl)c2Cl)o1)N1CCOCC1	102	3	92	121	106	-18	0	105
CC1Cc2ccccc2N1C1=CC(=O)CC(C)(C)C1 (centres undefined)	91	3	25	77	108	8	3	110
COc1ccc2nc(SCC(=O)NC3(C#N)CCCCC3)[nH]c2c1	109	1	110	95	99	-5	1	101
O=C(COC(=O)c1cnccn1)NC1CCCc2ccccc21 (centres undefined)	95	-5	93	98	96	1	0	98
CCOC(=O)C1=C(C)Nc2ccccc2N=C1NC(=O)Cc1ccc(Br)cc1	87	-6	94	102	97	3	0	91
CCCN1CCN(C(=S)Nc2ccc(S(N)(=O)=O)cc2)CC1	84	12	85	.	86	-15	1	92
Cc1ccc(S(=O)(=O)N2CCCCC2)cc1NC(=O)COC(=O)CNC(=O)c1cc(Cl)cc([N+](=O)[O-])c1	89	6	98	91	102	8	0	98
O=C(NCC1CCCO1)c1ccccc1OCc1ccc(F)cc1 (centres undefined)	112	9	97	85	94	99	0	99
COc1cccc(Nc2c(Nc3cccc(OC)c3)c(=O)c2=O)c1	93	6	102	104	103	-29	0	104
Cc1ccc(N(C(=O)c2cc3ccccc3oc2=O)C2C=CS(=O)(=O)C2)cc1 (centres undefined)	89	3	101	104	104	-2	0	103
CS(=O)(=O)N1CCc2ccccc2C1	93	4	90	94	91	i	0	101
NC(=O)COC(=O)CCCSc1nc2ccccc2s1	103	2	104	102	100	-9	51*	97
O=C(CSc1nncn1-c1ccccc1)NC1CCCC1	102	12	102	101	100	5	0	100
COc1cc(C)cc(CN2CCC(Cc3ccccc3)CC2)c1O	99	11	105	110	103	4	0	109
CC(Oc1ccc2c(-c3ccccc3)cc(=O)oc2c1)C(=O)NC(Cc1c[nH]c2ccccc12)C(=O)O (centres undefined)	95	5	103	101	106	1	1	106

Outcome played no part in choosing rows; 1.7% or so of the library scored in one or more.
